Source: PubChem BioAssay
Smad3 inh: inhibitors of human Smad3 transcription factor binding; actives 0.29% (n = 88,000); P84022; TR-FRET Smad3/Dy647-FoxH1 peptide binding, europium anti-His; inhibition, % at 25 µM;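 active means compounds that reduce the energy-transfer binding signal between the protein and its labelled peptide by more than half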;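 further: 0% = Smad3 plus labelled peptide maximal FRET and 100% = peptide-only background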
Target sequence (P84022 whole entry, looked up): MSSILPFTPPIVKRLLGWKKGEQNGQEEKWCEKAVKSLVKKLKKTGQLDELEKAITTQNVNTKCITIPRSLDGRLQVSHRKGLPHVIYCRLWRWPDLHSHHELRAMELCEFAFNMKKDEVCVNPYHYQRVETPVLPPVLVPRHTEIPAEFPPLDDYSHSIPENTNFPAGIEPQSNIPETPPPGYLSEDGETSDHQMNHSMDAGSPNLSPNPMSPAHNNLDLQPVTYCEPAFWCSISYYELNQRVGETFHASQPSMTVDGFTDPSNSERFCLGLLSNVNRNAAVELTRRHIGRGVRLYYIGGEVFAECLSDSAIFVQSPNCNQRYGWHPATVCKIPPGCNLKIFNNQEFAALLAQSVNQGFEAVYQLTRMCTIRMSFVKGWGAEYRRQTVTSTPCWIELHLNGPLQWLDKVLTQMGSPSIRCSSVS
MT1-MMP txn act: activates MT1-MMP transcription; HT1080 MT1-MMP promoter luciferase reporter, luminescence, overnight; active compounds read high; activation factor at 10 µM; actives 0.16% (n = 86,000);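 active means activation factor of at least 2 for MT1-MMP transcription at 10 µM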
DAT uptake mod: modulates human dopamine transporter uptake under cocaine; actives 1.3% (n = 110,000); AID 449768; LLC-PK1 hDAT cells, [14C]-dopamine uptake with cocaine IC80; actives deviate in either direction; B-score at 10 µM; Q01959;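 active means Z score or B-score, a plate-position-corrected score, falls beyond the plate's 99.7% confidence bounds, in either direction; inactive means both scores lie inside the 99.7% bounds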;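 further: scored against the spread of the other compound wells on the same plate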
Target sequence (Q01959 whole entry, looked up): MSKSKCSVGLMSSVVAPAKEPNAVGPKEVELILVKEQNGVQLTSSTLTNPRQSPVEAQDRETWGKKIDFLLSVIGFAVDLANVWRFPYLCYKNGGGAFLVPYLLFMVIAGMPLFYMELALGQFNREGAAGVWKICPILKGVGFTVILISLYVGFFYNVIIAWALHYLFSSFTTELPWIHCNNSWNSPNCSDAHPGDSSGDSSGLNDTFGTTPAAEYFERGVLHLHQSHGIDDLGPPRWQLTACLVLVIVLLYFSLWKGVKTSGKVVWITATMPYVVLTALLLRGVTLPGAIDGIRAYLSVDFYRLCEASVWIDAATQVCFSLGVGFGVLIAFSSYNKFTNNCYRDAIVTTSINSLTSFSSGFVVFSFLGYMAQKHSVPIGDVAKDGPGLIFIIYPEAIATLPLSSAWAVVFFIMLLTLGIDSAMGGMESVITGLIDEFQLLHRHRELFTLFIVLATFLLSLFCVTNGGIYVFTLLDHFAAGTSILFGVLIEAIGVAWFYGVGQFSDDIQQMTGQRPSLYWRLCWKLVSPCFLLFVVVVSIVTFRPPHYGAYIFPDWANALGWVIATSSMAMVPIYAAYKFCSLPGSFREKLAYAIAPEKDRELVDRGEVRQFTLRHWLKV
PTPN22 inh 2: inhibitors of human LYP (PTPN22) phosphatase; Q9Y2R2; recombinant LYP catalytic domain, DiFMUP fluorescence; inhibition, % at 2 µM; actives 0.21% (n = 96,000); AID 640;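 active means inhibition at 2 µM at or above a set limit, the screen mean plus 3 SD, cut at about 24% in these data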;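 further: 0% = DMSO with enzyme and 100% = enzyme fully blocked by orthovanadate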
Starred values were filed as active, the others as inactive; & = joins results of further samples. These rows are one share of the data; rates above refer to the full screens.

Screening CC[C@H](NC(=O)c1c(C)c(-c2ccccc2)nc2ccccc12)c1ccccc1 returned DAT uptake mod -0.12.
Screening Cc1ccc(C(=O)NC(=S)Nc2ccc(-c3cc4ccccc4oc3=O)cc2)c(C)c1 returned DAT uptake mod -1.2.
For COc1ccc(-c2ccc(OC)c([C@H]3[C@H]4C=CC[C@@H](C)[C@@H]4C(=O)N3Cc3ccccc3)c2)cc1C the results were DAT uptake mod -0.12.
`CC(C)CCNC(=O)c1onc(CSc2ccccc2)c1C(=O)NCCC(C)C` gave DAT uptake mod 0.28.
For CC(C)=CCc1c(O)c(CC=C(C)C)c2c(c1O)C(=O)CC(c1ccc(O)cc1)O2 (centres undefined) the results were DAT uptake mod 2.1.
`COCCN1C(=O)N[C@@H](c2cccs2)C(C(=O)OC)=C1C` gave DAT uptake mod -1.1.
CC(=O)O[C@@H]1[C@H](OC(=O)CC(C)C)c2c(ccc3ccc(=O)oc23)OC1(C)C was read as DAT uptake mod 0.53.
Screening NCC1CCC(C(=O)Oc2ccc(CCC(=O)O)cc2)CC1 (centres undefined) returned DAT uptake mod 0.17.
Screening CC1=C(/C=C/C(C)=C/C=C/C(C)=C/CO)C(C)(C)CCC1 returned DAT uptake mod 0.033.
`CN1CCc2cccc3c2[C@@H]1Cc1ccc(O)c(O)c1-3` gave DAT uptake mod -0.0025.
CC(C)=CCc1c2c(c3occ(-c4ccc(O)cc4)c(=O)c3c1O)C=CC(C)(C)O2 was read as DAT uptake mod 0.81.
`C/C=C/C(=O)N1CC2(CC(c3cccc(NC(=O)/C(C)=C/C)c3)=NO2)C[C@H]1C(N)=O` (some centres undefined) gave DAT uptake mod 0.0039.
N[C@@H](Cc1ccc(O)cc1)c1nnc([C@H](CCC(=O)O)NC(=O)C2CCNCC2)o1 was read as DAT uptake mod -2.2.
Screening NC(=O)c1c[nH]c2ccccc12 returned DAT uptake mod -0.32.
For CCCCC1=CC2=CC(=O)C(C)(OC(=O)CC)C(=O)C2=CN1Cc1ccc(OC)cc1 (centres undefined) the results were DAT uptake mod -0.77.
For CC(C)(C)CN1C(N)=NC[C@H]1Cc1ccc(O)cc1 the results were DAT uptake mod 0.89.
Screening Cc1ccc(Nc2[nH]c(=O)c3ccccc3c2C(=O)c2ccccc2)cc1 returned DAT uptake mod 0.21.
`CC1=C(c2ccccc2)CCC1=O` gave DAT uptake mod -0.57.
For O=C(Nc1cccc(-c2csc(Nc3ccc(Cl)cc3)n2)c1)c1cc([N+](=O)[O-])cc(C(F)(F)F)c1 the results were DAT uptake mod -0.5.
Screening COc1cc(CCNc2ccc3nnc(-c4ccccc4)n3n2)cc(OC)c1OC returned DAT uptake mod 0.33.
Screening CCN(CC)C(=O)c1[nH]cnc1C(=O)N[C@@H](C)C(=O)OCc1ccccc1 returned DAT uptake mod -0.58.
O=C(/C=C/c1ccccc1)c1ccccc1O was read as DAT uptake mod 0.41.
CC1(OC(=O)CCc2ccccc2)C(=O)C=C2C=C(c3ccc(C#N)cc3)N(CCN3CCOCC3)C=C2C1=O (centres undefined) was read as DAT uptake mod -1.5.
CC(=O)n1cc([C@@H]2C=C(C(=O)Nc3ccccc3)O[C@H](OCc3ccc(CO)cc3)C2)c2ccccc21 was read as DAT uptake mod -0.0076.
COc1ccc(COCCN2CCN(S(=O)(=O)c3ccc(C)cc3)CCC2=O)cc1 was read as DAT uptake mod 0.54.
C[C@@H]1NC(=O)c2cc([N+](=O)[O-])cc(I)c2NCCCC[C@@H](C(N)=O)NC(=O)[C@H](CCC(=O)O)NC1=O was read as DAT uptake mod -0.42.
Screening O=C1c2ccccc2S(=O)(=O)c2cc(N3CCN(c4ccccc4)CC3)ccc21 returned DAT uptake mod 0.95.
For O=C(O)CSc1nc(SCc2ccccc2Cl)nc2c1CCCC2 the results were DAT uptake mod -0.36.
`Cc1ccccc1CN1C(=O)[C@@H]2Cc3c([nH]c4ccccc34)C(C)(C)N2C1=O` gave DAT uptake mod -1.9.
`O=C(O)CP(=O)(O)O` gave Smad3 inh -7 and DAT uptake mod 0.38.
`C#CCn1cnc2c(cnn2-c2ccc(C)c(C)c2)c1=O` gave DAT uptake mod -0.12 and PTPN22 inh 2 4.
Screening CN(C(=O)c1ccncc1)c1nnc(-c2ccncc2)s1 returned MT1-MMP txn act 1 and DAT uptake mod 0.64.
COCCn1c(C(=O)N2CCCC2)cc2c1C[C@H]1CN(C(=O)c3ccccc3)[C@@](Cc3ccc(F)cc3)(C(=O)OC)[C@@H]21 was read as MT1-MMP txn act 1.1 and DAT uptake mod 0.017.
`COC(=O)c1cccc(C23CC4(C2)[C@H](CN(Cc2cccnc2)[C@@H]4c2ccccc2)C3c2ccc(C(F)(F)F)cc2)c1` (some centres undefined) gave MT1-MMP txn act 1 and DAT uptake mod -0.76.
CCOC(=O)N1CCN(C(=O)CS(=O)(=O)c2cn(Cc3ccc(F)cc3)c3ccccc23)CC1 was read as MT1-MMP txn act 1.1 and DAT uptake mod -0.48.
Screening O=C(NC1CCCCCCC1)c1c(O)c2ccccc2[nH]c1=O returned MT1-MMP txn act 1.1 and DAT uptake mod -0.32.
O=C(O)c1cnccn1 was read as MT1-MMP txn act 1.1 and DAT uptake mod 0.055.
Screening CC1(C(=O)NCCCNc2ncc(C(F)(F)F)cc2Cl)C=CC2(CCCCC2)N1C(=O)c1ccccc1 (centres undefined) returned MT1-MMP txn act 1 and DAT uptake mod -0.34.
For O=C(Cn1nc(-c2ccccc2)c2ccccc2c1=O)NCCN1CCOCC1 the results were MT1-MMP txn act 1.1 and DAT uptake mod -0.23.
`O=C(O)C1C2C=CC3(CN(Cc4ccncc4)C(=O)C13)O2` (centres undefined) gave MT1-MMP txn act 0.9 and DAT uptake mod -8.7*.
For COC(=O)[C@@H]1C[C@@]2(O)[C@H](O)[C@H](O)[C@H](O)C[C@H]2N1Cc1cccc2ccccc12 the results were MT1-MMP txn act 1.1 and DAT uptake mod -0.24.
For Cn1c(CNc2nc(-c3ccccc3)cs2)nnc1SCC(=O)OC1CCCCC1 the results were MT1-MMP txn act 1.1 and DAT uptake mod 1.2.
Screening CC(Nc1cc(=O)n(C)c(=O)n1C)c1ccccc1 (centres undefined) returned MT1-MMP txn act 1.2 and DAT uptake mod 0.021.
`CCOc1cc2[nH]c(=O)n(CCCCC(=O)NCc3ccco3)c(=O)c2cc1OCC` gave MT1-MMP txn act 1 and DAT uptake mod 1.2.
Cc1cc(NC(=O)c2ccc(NC(=O)c3cccs3)cc2)no1 was read as MT1-MMP txn act 1.3 and DAT uptake mod 1.3.
Screening CC(Cc1ccccc1)C(=O)N1CCN(C)CC1 (centres undefined) returned MT1-MMP txn act 1.2 and DAT uptake mod -0.17.
For COCCNC(=O)[C@@]1(Cc2ccccc2)C=C[C@@H](C)N1C(C)=O the results were MT1-MMP txn act 1 and DAT uptake mod -0.033.
CCN(CC)c1ccc2c(c1)CCCN2 was read as MT1-MMP txn act 1.1 and DAT uptake mod -0.023.
Screening COC(=O)c1ccc(C23CC4(C2)[C@H](CN(Cc2ccc(-c5ccccc5)cc2)[C@@H]4c2ccccc2)C3c2ccc(Cl)nc2)cc1 (some centres undefined) returned MT1-MMP txn act 1 and DAT uptake mod -0.25.
Screening Cn1c(N)c(C(=O)COC(=O)c2ccnc3ccccc23)c(=O)n(C)c1=O returned MT1-MMP txn act 1.2 and DAT uptake mod 0.32.
For COc1ccc(-c2nn3c(-c4ccccn4)nnc3s2)cc1OC the results were MT1-MMP txn act 1.1 and DAT uptake mod 1.1.
Screening O=C1CC(c2ccccc2)NC(=O)N1 (centres undefined) returned MT1-MMP txn act 1.1 and DAT uptake mod -1.4.
`CCOc1ccc(-c2nc(CSCC(=O)NCc3ccco3)c(C)o2)cc1` gave MT1-MMP txn act 0.7 and DAT uptake mod 0.74.
CNC(=O)[C@@]1(Cc2ccccc2)C=C[C@@H](C)N1C(C)=O was read as MT1-MMP txn act 0.9 and DAT uptake mod -1.6.
Screening N#Cc1ccc(C23CC4(C2)[C@H](CN(CC2CCCCC2)[C@@H]4c2ccccc2)C3c2ccc(Cl)nc2)cc1 (some centres undefined) returned MT1-MMP txn act 1.1 and DAT uptake mod -0.2.
For CC1=C(C(=O)OCc2ccccc2)C(c2ccc(C(F)(F)F)cc2)NC(=O)N1CCCCCC(=O)O (centres undefined) the results were MT1-MMP txn act 1.2&1.1 and DAT uptake mod 0.76.
For COC(=O)C1=C(C)N(CCCC(=O)O)C(=O)NC1c1cccc2ccccc12 (centres undefined) the results were MT1-MMP txn act 1.1 and DAT uptake mod 0.52.
COC(=O)[C@@]1(Cc2ccc(OC)cc2)[C@H]2c3cc(C(=O)N(C)C)n(CCSCCO)c3C[C@H]2CN1C(=O)c1ccccc1 was read as MT1-MMP txn act 1.2 and DAT uptake mod -0.11.
Screening CCCCCCN(C(=O)CCCCCN1C(=O)NC(c2ccc(-c3ccccc3)cc2)C(C(=O)OCc2ccccc2)=C1C)C(C(=O)NCCCC)c1ccccc1 (centres undefined) returned MT1-MMP txn act 1.1 and DAT uptake mod 0.0022.
`Cc1nc2ccccc2n1-c1nc(-c2ccco2)cc(C(F)(F)F)n1` gave MT1-MMP txn act 0.4 and DAT uptake mod -0.0029.
For CCOC(=O)c1cc(NC(=O)OC)c(C)nc1C the results were MT1-MMP txn act 1 and DAT uptake mod -0.29.
Screening CC(Cc1ccccc1)C(=O)Nc1ccccc1 (centres undefined) returned MT1-MMP txn act 1.2 and DAT uptake mod -0.034.
For O=C(O)COc1ccccc1C1C2C(=O)N(c3ccccc3)C(=O)C2ON1c1ccccc1 (centres undefined) the results were MT1-MMP txn act 1.1 and DAT uptake mod -0.2.
Screening Cc1cc(C(=O)N2CC(C)CC(C)C2)n(-c2ccccc2)n1 (centres undefined) returned MT1-MMP txn act 1 and DAT uptake mod -1.7.
For COC(=O)[C@@]1(Cc2ccc(F)cc2)[C@H]2c3cc(C(=O)N4CCCC4)n(Cc4ccc(C(F)(F)F)nc4)c3C[C@H]2CN1C(=O)c1ccccc1 the results were MT1-MMP txn act 1.1 and DAT uptake mod 0.6.
`CCOC(=O)C1=C(C)NC(=O)NC1c1ccccc1` (centres undefined) gave MT1-MMP txn act 1.1 and DAT uptake mod -0.48.
COC(=O)c1cc(Cl)c(NS(=O)(=O)c2ccccc2)cc1OC was read as MT1-MMP txn act 0.9 and DAT uptake mod 1.1.
O=C1NC(c2ccccc2)(C(F)(F)F)SC2=CCCCCN12 (centres undefined) was read as MT1-MMP txn act 1.2 and DAT uptake mod 0.0084.
`CC1(C)CC(C)(O)P(=O)(c2ccccc2)O1` (centres undefined) gave MT1-MMP txn act 1.9 and DAT uptake mod 0.12.
`NC(=O)c1nsnc1-c1ccccc1O` gave MT1-MMP txn act 0.9 and DAT uptake mod 0.96.
Screening COC(=O)[C@@]1(Cc2ccc(OC)cc2)[C@H]2c3cc(C(=O)N4CCCC4)n(Cc4ccc(OC)c(OC)c4)c3C[C@H]2CN1C(=O)c1ccccc1 returned MT1-MMP txn act 1.2 and DAT uptake mod 0.33.
For COC(=O)[C@@H]1C[C@H]2CC[C@H](O)C[C@H]2N1Cc1ccc(C(C)(C)C)cc1 the results were MT1-MMP txn act 1 and DAT uptake mod 0.51.
Screening CC(C)(C)C(=O)Oc1cc(N)n(S(=O)(=O)c2ccccc2)n1 returned MT1-MMP txn act 1.1 and DAT uptake mod 0.27.
For CC(=O)N1[C@H](C)C=C[C@]1(Cc1ccccc1)C(=O)O the results were MT1-MMP txn act 1 and DAT uptake mod -0.11.
For CCCCOc1ccc(C(=O)NCC(=O)NCC(=O)OCC)cc1 the results were MT1-MMP txn act 1.1 and DAT uptake mod 0.56.
O=C(NCCN1CCCC1)c1cc(-c2ccncc2)nc2ccc(S(=O)(=O)N3CCOCC3)cc12 was read as MT1-MMP txn act 1.1 and DAT uptake mod 0.75.
Screening CC(=O)OCC(=O)NCC(=O)c1c[nH]c2ccccc12 returned MT1-MMP txn act 1 and DAT uptake mod 0.0038.
COC(=O)c1ccc(C23CC4(C2)[C@H](CN(CC2CCCCC2)[C@@H]4c2ccccc2)C3c2ccccc2)cc1 (some centres undefined) was read as MT1-MMP txn act 1 and DAT uptake mod 0.21.
For N#CCC(=O)NC(=O)NCC1CC1 the results were MT1-MMP txn act 1.1 and DAT uptake mod -0.023.
For CN(C)c1ccc(C=NCC2(O)CCOC(C)(C)C2)cc1 (centres undefined) the results were MT1-MMP txn act 1 and DAT uptake mod -0.52.
Cc1c(C(=O)OCC(C)(C)CN(C)C)oc2ccccc12 was read as MT1-MMP txn act 1.6 and DAT uptake mod 0.26.
`Cc1cc(-n2c(=O)c(C#N)cc3c(=O)n4ccccc4nc32)no1` gave MT1-MMP txn act 1.2 and DAT uptake mod 0.12.
